# Source: PubChem (several laboratories)
# Keap1-Nrf2 PPI: inhibitors of human Keap1-Nrf2 protein-protein interaction; Q14145; 0.15% of 340,000 active; inhibition, % at 9.4 µM; Keap1 Kelch-Nrf2 peptide fluorescence polarization, 1536-well; in the data active means inhibition above about 12%;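 further: human Keap1 Kelch domain with fluorescein labeled Nrf2 9mer peptide probe; 0% = neutral control wells and 100% = peptide positive control; higher means more block of Keap1 binding to Nrf2 peptide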
# Pemphigus Ab inh: blocks pemphigus antibody binding to human desmoglein-3. P32926. DSG3-coupled beads, scFv-anti-DSG3-GFP binding, flow cytometry; stronger effect = lower value. binding (percent of control), % at 10 µM. 0.48% of 310,000 active. AID 588358;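 active means binding more than 3 SD below its plate's average and above zero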;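 further: hits lower antibody fragment binding to DSG3; some compounds called inactive have numbers as strong as hits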
# Arrestin-AP2 inh: human beta-arrestin and AP2 interaction inhibition; FITC-arrestin peptide / GST-AP2 beads, flow cytometry; AP2 beta2 appendage carries R879A mutation; inhibition, % at 10 µM; 0.31% of 340,000 active; AID 504490;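 active means inhibition above a set limit, near 3 SD of compounds lacking own fluorescence, cut at about 54% in these data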;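 further: plate controls were DMSO wells for no effect and 5 µM unlabelled arrestin peptide for full effect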
#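 Test system: GST-tagged AP2 beta2-adaptin appendage (R879A) on 4 µm glutathione beads; also added: fluorescein-tagged arrestin peptide at 50 nM final; timing: 12 min plus 1 h, RT; signal: flow cytometry, FL1 (488/535 nm); read-out: percent drop in bead-associated FITC signal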
# Cardiac RTF inh: cardiac RTF calcium desensitization. P19429+P45379. IANBD-labeled cardiac RTF, Ca2+ fluorescence. inhibition, % at 7.15 µM. 0.12% of 340,000 active. AID 493244;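 active means inhibition above the mean inhibition of all tested compounds plus 3 SD, cut at about 17% in these data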;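 further: assay run at fixed EC70 calcium of 1.6 mM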
# LANA DNA inh: blocks KSHV LANA C-terminal domain binding to DNA; MBP-C-LANA/FAM-LBS DNA binding, fluorescence polarization; inhibition, % at 9 µM; 0.078% of 340,000 active;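 active means highest replicate inhibition at or above 60% at 9 µM, even if other replicates fall short; inactive means all replicates below 60% inhibition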;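 further: 0% = neutral control wells and 100% = 4 µM acridine orange control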
# V-ATPase pH: yeast V-ATPase proton transport regulation by pHLuorin; S. cerevisiae, pHLuorin cytosolic pH fluorescence; 0.37% of 350,000 active; AID 504577; response, % at 10 µM; in the data active means response mostly above about 7.3%, no sharp cut-off; inactive means mostly below about 5.4%; further: actives read high; inactives centre near 0; some compounds called inactive have numbers as strong as hits; reference of the scale not given here
# MOR-DOR ag: agonists of human mu-delta opioid receptor heterodimerization. cells, OPRM1-OPRD1 heterodimerization, luminescence. activation, % at 9.3 µM. 0.3% of 340,000 active. P35372+P41143. AID 504326; in the data active means activation above about 18%;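 further: 0% = vehicle-treated cells and 100% = reference agonist; values of inactives mirror those of a sister screen read the other way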
# Target sequence (P35372 whole entry, looked up): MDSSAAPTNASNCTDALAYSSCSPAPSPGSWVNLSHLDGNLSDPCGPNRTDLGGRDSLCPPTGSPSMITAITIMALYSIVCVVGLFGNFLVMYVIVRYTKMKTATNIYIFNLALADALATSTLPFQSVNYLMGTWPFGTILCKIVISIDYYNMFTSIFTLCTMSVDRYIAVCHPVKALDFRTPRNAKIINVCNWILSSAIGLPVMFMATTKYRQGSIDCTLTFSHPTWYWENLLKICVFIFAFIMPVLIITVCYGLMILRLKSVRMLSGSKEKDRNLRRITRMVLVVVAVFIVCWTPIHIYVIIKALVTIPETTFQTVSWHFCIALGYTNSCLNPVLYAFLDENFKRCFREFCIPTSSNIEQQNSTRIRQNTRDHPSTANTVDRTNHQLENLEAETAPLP
# Target sequence (P41143 whole entry, looked up): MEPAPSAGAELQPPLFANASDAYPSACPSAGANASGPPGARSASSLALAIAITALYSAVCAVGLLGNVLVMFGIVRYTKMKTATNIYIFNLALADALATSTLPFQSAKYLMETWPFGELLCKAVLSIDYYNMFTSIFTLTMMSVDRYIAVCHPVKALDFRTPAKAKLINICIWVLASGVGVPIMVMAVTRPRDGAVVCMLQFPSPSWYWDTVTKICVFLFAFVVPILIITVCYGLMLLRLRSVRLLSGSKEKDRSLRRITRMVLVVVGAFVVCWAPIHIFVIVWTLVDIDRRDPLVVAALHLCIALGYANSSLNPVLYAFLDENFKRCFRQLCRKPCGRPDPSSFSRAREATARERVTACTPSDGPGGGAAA
# RTF Ca sens act: increases calcium sensitivity of human cardiac regulated thin filaments; P19429+P45379; IANBD-labeled TnC RTF fluorescence at EC20 calcium; 0% EC20 calcium, 100% full calcium; activation, % at 7.2 µM; 0.24% of 340,000 active;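 active means activation above the mean over all tested compounds plus 3 SD, cut at about 30% in these data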;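 further: rise in fluorescence read as greater calcium sensitivity of cardiac thin filaments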
# OPRM1-OPRD1 inv: mu-delta opioid heterodimer inverse agonism; inhibition, % at 9.3 µM; AID 504357; 0.21% of 340,000 active; P35372+P41143; cell-based MOR-DOR heterodimer luminescence; in the data active means inhibition above about 22%, passing the limit was not always enough;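 further: 0% = cells with DMSO and 100% = wells without cells with DMSO; values of inactives mirror those of a sister screen read the other way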
# Wnt bcat act: activates Wnt/beta-catenin signaling in a reporter cell assay; activator, plate reader; activation, % at 9.35 µM; 1.2% of 300,000 active; AID 743398; in the data active means activation above about 30%, passing the limit was not always enough;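 further: 0% = neutral control wells and 100% = positive control wells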
# Active calls of the source: *; . = no result given.
canonical_smiles	Keap1-Nrf2 PPI	Pemphigus Ab inh	Arrestin-AP2 inh	Cardiac RTF inh	LANA DNA inh	V-ATPase pH	MOR-DOR ag	RTF Ca sens act	OPRM1-OPRD1 inv	Wnt bcat act
Cc1ccc(C)c(S(=O)(=O)N2CCN(C(=O)CSC(=S)N3CCCC3)CC2)c1	-2	99	1	1	-0.7	1	-1.4	-5	7	-2
CC1(c2ccc(Cl)cc2)NC(=S)N2C1NC(=S)N2c1ccccc1 (centres undefined)	-1	95	2	-10	0.1	0	-2.1	-2	11	14
COc1cccc(C2CC(=O)Nc3c2c(=O)[nH]c2ncnn32)c1 (centres undefined)	-2	106	-1	-4	-1.7	3	2.7	6	-13	-2
O=C(NC1CCCCCCC1)C1=COCCO1	-3	110	.	-1	0.4	-1	-1.3	3	7	.
O=C(Cn1c(=O)c(=O)n(Cc2ccccc2)c2ccc(Cl)cc21)Nc1ccc(F)cc1F	-4	99	-2	-6	0.0	-7	-1.0	16	5	5
COc1ccc(NC(=S)N(CCc2c(C)[nH]c3ccc(C)cc23)Cc2ccco2)cc1	-4	100	8	-4	0.7	8	-0.6	1	3	-4
Cn1c(NC(=O)/C=C/c2c(F)cccc2Cl)cc(=O)n(C)c1=O	-3	106	20	.	-0.1	-3	.	.	.	2
COCCNC(=O)C(C)OC(=O)c1cc2occc2n1C (centres undefined)	-3	110	1	2	-1.0	-9	-1.4	7	8	.
Cc1ccc(NC(=O)CCN2C(=O)NC3(CCCC3)C2=O)cc1	2	108	-2	-15	-0.9	1	1.4	5	-9	-5
C=CCSc1nccc(-c2cc(Cl)sc2Cl)n1	-4	100	-4	-1	-0.5	0	1.3	-2	-6	.
CN(CC(=O)NNC(=O)CNC(=O)c1ccccc1Cl)S(=O)(=O)c1ccc(Cl)cc1	1	107	-2	-5	1.8	-1	-2.9	7	15	0
CC(C)C(=O)Nc1cccc2nsnc12	-2	77	6	5	0.4	-1	3.8	1	-24	1
Cc1ccc(/C=N/Nc2ccnc3cc(Cl)ccc23)c(C)c1	-4	110	4	1	0.4	-1	18	-7	-129	-2
Cc1ccc2c(=O)cc(C(F)F)oc2c1	0	100	1	-6	0.8	3	-1.4	-1	6	-2
C=C1C[C@@]23CCC4[C@@](C)(CCC[C@@]4(C)C(=O)O)C2CC[C@]1(O)C3 (some centres undefined)	-1	103	2	-6	2.9	0	-2.3	-4	12	-1
COc1cccc(C(CC(=O)NCc2ccco2)NS(=O)(=O)c2ccc(C)cc2)c1OC (centres undefined)	1	.	-6	-8	-1.6	0	-0.6	-4	2	-2
O=c1[nH]cnc2nn(-c3ccccc3)nc12	2	76	33	-6	-3.1	-7	-3.0	3	16	13
CCNC(=S)Nc1cc2oc3ccccc3c2cc1OC	1	95	-4	0	-0.2	-2	-2.5	-5	13	2
Cc1cccc(-n2ncc3c(NCc4ccco4)ncnc32)c1	-7	97	17	5	-1.1	-1	-2.6	-7	12	.
CCCC(=O)NC(=S)Nc1ccc(Cl)cn1	-4	101	2	-9	-2.0	2	-2.1	-7	13	19
COc1ccc([C@H]2CC(=O)C=C(c3cccc(F)c3OC)C2)cc1	-1	100	1	-6	1.2	1	1.1	-1	-6	12
CC(C)CNC(=O)c1ccccc1Oc1ccccc1	0	111	27	-1	-1.6	-6	-2.7	-3	11	.
CCOC(=S)SCC(=O)N1CCc2cc(OC)ccc2C1C1C(=O)CCCC1=O (centres undefined)	-6	107	5	-16	-0.4	1	-1.2	5	9	-5
O=C(Nc1cccc(C(F)(F)F)c1)Nc1ccc2[nH]c(=O)[nH]c2c1	3	95	20	-3	1.2	-2	2.8	-2	-13	-2
CCN(Cc1ccccc1)C(=O)CCc1nc(-c2ccc(C)cc2)no1	-5	110	-3	-9	-1.9	-1	0.8	0	-4	1
O=S(=O)(c1ccc(Cl)cc1)n1cnc2ccccc21	-3	114	3	-4	0.3	-4	-2.0	4	10	0
CCCCN=CC1=C(O)C(C(=O)OC)C(C)(C)CC1=O (centres undefined)	-1	109	6	4	0.0	-2	-1.2	-5	5	.
O=C(NCCCN1CCCC1=O)c1cccc(S(=O)(=O)Nc2ccc(Br)cc2)c1	-3	93	12	-1	-0.8	4	0.2	23	-2	-1
Cn1nc(C(=O)NC2CCCN(Cc3ccccc3F)C2)c2ccccc2c1=O (centres undefined)	-2	.	0	4	-0.1	0	-1.6	-1	6	4
CC(C(=O)NCCN1CCOCC1)c1ccc([N+](=O)[O-])cc1 (centres undefined)	6	88	-6	-11	-0.5	2	-1.3	1	8	-5
CN(C)c1ccc(C(C#N)c2ccccc2)nn1 (centres undefined)	-2	100	14	-12	0.1	-1	-1.9	2	11	2
CCOC(=O)CCn1cc(F)c(=O)[nH]c1=O	-3	129	17	-6	-1.7	-1	-1.0	-3	5	0
COc1ccccc1C(=O)Nc1nnc(SCC(=O)NC2CCCC2)s1	-1	99	2	-10	-0.3	7	-2.1	0	11	.
O=c1ccn(Cc2ccccc2)c(=O)n1Cc1ccccc1	2	74	8	0	-1.4	4	-0.7	-7	4	.
CCOc1ccc(CN(C)C(=O)CCNC(=O)c2ccco2)cc1	-6	102	14	-8	-1.0	1	0.2	8	-1	7
COc1ccc(Cl)cc1NC(=O)NN1CCN(C)CC1	-1	107	4	-4	0.1	2	-1.4	1	6	-1
O=C(/C=C/c1cccc(F)c1)NNC(=O)c1ccncc1	0	103	1	-19	-1.2	1	-2.1	6	11	-4
CC(=O)Oc1c(-c2ccc(Br)o2)oc2ccccc2c1=O	0	114	44	-5	-1.5	0	-4.3	-6	22	14
O=C(c1ccco1)N(Cc1cccs1)C1CCS(=O)(=O)C1 (centres undefined)	-1	92	14	-5	1.7	-1	-0.8	-6	3	0
O=C(Nc1cccc(F)c1)c1c(O)c2ccccc2[nH]c1=O	1	143	8	5	-1.4	0	-2.0	-3	10	9
COc1cccc(C(C2C(=O)CC(C)(C)CC2=O)C2C(=O)CC(C)(C)CC2=O)c1	-6	98	-6	-9	0.7	3	-1.6	-1	8	0
COc1ccc(C(=O)NC(C)c2cnn(-c3ccccn3)c2C)o1 (centres undefined)	-3	95	5	-9	0.8	-1	-1.1	2	8	3
CN(C(=O)c1cc2ccccc2o1)c1c(N)n(Cc2ccccc2)c(=O)[nH]c1=O	-4	113	29	-2	-1.4	-1	-2.2	-1	9	-5
Cc1ccccc1NC(=O)Cn1nc(C(=O)O)c2ccccc2c1=O	-6	.	7	6	0.6	0	0.8	4	-5	-2
O=C(O)CCCCCN1C(=O)/C(=C/c2cn(-c3ccccc3)nc2-c2cccs2)SC1=S	-9	.	-2	2	-1.6	-2	-0.8	-10	4	-1
Cc1ccc(C(=O)n2nnc3ccccc32)cc1[N+](=O)[O-]	4	102	54	6	0.4	1	-1.4	-2	6	.
CCn1nc(C(=O)Nc2ccc(C)c(C)c2)c(Cl)c1Cl	-2	78	6	1	-0.3	-5	-1.6	0	9	8
CCOc1cc(CNC2CCCC2)cc(Cl)c1OCc1ccccc1	3	109	-11	5	0.4	-3	12	-2	-70	.
COc1ccc(C(C)(C)C)cc1NC(=O)CCn1[nH]c(=O)ccc1=O	-6	.	-7	-6	-2.7	5	-3.3	-3	14	-2
COC(=O)C(Cc1ccccc1)NC(=O)C12CC3CC(CC(C3)C1)C2 (centres undefined)	4	110	-5	6	-1.8	-5	2.3	-7	-12	-1
N#Cc1c(SCc2ccccc2)nc(N2CCOCC2)c2c1CCCC2	-9	.	-9	-2	-0.6	0	0.0	-3	0	-4
CCn1c(=O)cc(OCC(=O)NC2CCCCC2)c2ccccc21	8	96	-3	2	-0.4	6	-1.7	-7	8	.
CC(=O)N1c2ccc(Cl)cc2C2OCCC2C1c1ccco1 (centres undefined)	-5	108	-12	-9	0.3	2	-3.5	1	18	4
O=C(/C=C/c1ccc(O)c([N+](=O)[O-])c1)c1ccc2ccccc2c1	0	102	20	0	1.3	-4	-2.2	-6	12	2
Cc1ccc(CN2CC(C(=O)N(CC(C)C)c3c(N)n(Cc4ccccc4)c(=O)[nH]c3=O)CC2=O)cc1 (centres undefined)	1	.	-11	-4	-0.1	1	-3.5	0	13	-1
COc1ccc(N(CC(=O)Nc2cc(C)ccc2C)S(=O)(=O)c2c(C)[nH]c(=O)[nH]c2=O)cc1	-5	95	19	3	0.4	1	-1.2	-6	6	-4
O=C(Cn1cnc2c(nnn2Cc2ccc(F)cc2)c1=O)NC1CCCC1	2	99	-2	3	0.4	-3	-2.9	-1	16	.
Cc1c(C(=O)N(C)C)sc(NC(=O)c2cccc([N+](=O)[O-])c2)c1C#N	-2	87	1	-15	0.3	4	-1.0	-3	5	7
COc1ccc(CC(=O)OCC(=O)Nc2ncc(Cl)c(C)c2Cl)cc1	2	99	41	1	1.8	0	-2.4	-6	12	-2
COCCN=C(NS(=O)(=O)c1cccs1)c1ccccc1Cl	-3	.	-8	-8	-5.3	3	-0.1	0	0	-3

# Random excerpt: 2 compounds from above
canonical_smiles	Keap1-Nrf2 PPI	Pemphigus Ab inh	Arrestin-AP2 inh	Cardiac RTF inh	LANA DNA inh	V-ATPase pH	MOR-DOR ag	RTF Ca sens act	OPRM1-OPRD1 inv	Wnt bcat act
CC(=O)N1c2ccc(Cl)cc2C2OCCC2C1c1ccco1 (centres undefined)	-5	108	-12	-9	0.3	2	-3.5	1	18	4
O=C(Cn1cnc2c(nnn2Cc2ccc(F)cc2)c1=O)NC1CCCC1	2	99	-2	3	0.4	-3	-2.9	-1	16	.

# Following part.
canonical_smiles	Keap1-Nrf2 PPI	Pemphigus Ab inh	Arrestin-AP2 inh	Cardiac RTF inh	LANA DNA inh	V-ATPase pH	MOR-DOR ag	RTF Ca sens act	OPRM1-OPRD1 inv	Wnt bcat act
c1ccc(-c2ccc(-c3csnn3)cc2)cc1	-4	99	6	1	0.1	4	-1.2	2	5	.
O=C(Nc1nc(-c2ccccc2)cs1)c1ccccc1NS(=O)(=O)c1ccc(F)cc1	0	86	11	-1	2.7	-1	1.9	-2	-9	-25
COc1cc(OC)cc(C(=O)NCC2CCCN(C(=O)c3csc(C(C)C)n3)C2)c1 (centres undefined)	-3	104	-3	-7	0.2	-2	-1.5	-4	8	2
COc1cc2[nH]c(C(=O)NCc3ccccc3)cc2c(OC)c1OC	2	106	27	-6	-1.0	-1	-0.3	-3	2	-4
CC(C)C(=O)Nc1cc(S(=O)(=O)Nc2ccc(Cl)cc2)ccc1Cl	6	105	12	13	-0.6	3	3.5	-4	-25	-3
O=[N+]([O-])c1ccc(-c2csc3[n+]2CCS3)cc1	1	100	23	4	-0.7	0	-1.7	1	9	.
O=C(NCc1ccco1)c1ccc2ccccc2n1	-5	101	6	-6	0.2	1	-3.3	2	17	.
CNc1ccccc(-c2ccc3cc4c(cc3n2)OCO4)c1=O	4	117	8	-5	5.0	-6	-1.9	10	10	16
CCN1C(=O)[C@H]2[C@@H](c3ccc(-c4cccc(Cl)c4)c(OC)c3)N3CCC[C@@]3(C(=O)OC)[C@H]2C1=O	-3	102	1	-4	-1.8	2	-1.4	-2	8	-4
